Screening data as filed in PubChem BioAssay.
MC4R barr agon: agonists of human melanocortin 4 receptor (MC4R) beta-arrestin; U2OS MC4R beta-arrestin complementation, luminescence; percent of melanotan II response, DMSO zero; activation, % at 8.9 µM; 0.98% of 360,000 active;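 active means activation above a per-plate cutoff, the mean activation of sample wells on that plate plus 3 SD, cut at about 8% in these data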
Target sequence (P32245 whole entry, looked up): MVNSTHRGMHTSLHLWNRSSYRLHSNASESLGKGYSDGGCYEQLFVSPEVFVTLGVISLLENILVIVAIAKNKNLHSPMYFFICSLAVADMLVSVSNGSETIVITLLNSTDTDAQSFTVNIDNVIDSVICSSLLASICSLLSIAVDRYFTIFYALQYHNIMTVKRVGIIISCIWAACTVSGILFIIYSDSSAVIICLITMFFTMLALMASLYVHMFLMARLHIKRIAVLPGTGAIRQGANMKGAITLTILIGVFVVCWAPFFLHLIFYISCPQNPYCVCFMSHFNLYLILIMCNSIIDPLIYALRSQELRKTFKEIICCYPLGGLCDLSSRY
aDG glyco up: increases alpha dystroglycan glycosylation | activation, % at 10 µM | AID 624168 | Pro5-aDG cells, alpha-DG glycosylation AlphaScreen (IIH6); 0% Pro5, 100% B10-LARGE cell signal | 0.22% of 360,000 active;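 active means activation of at least 8% versus controls, or a plate z-score of at least 8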;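 further: Pro5 are CHO cells carrying HIG-tagged alpha-DG that lacks glycosylation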
ABCB6 inh 2: inhibitors of human ABC transporter ABCB6; K562-ABCB6 porphyrin accumulation, flow cytometry, 1 h; hits give low values; fluorescence ratio to DMSO, % at 10 µM; 0.19% of 360,000 active; AID 602162;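 active means fluorescence ratio to DMSO below 75%, the collection mean minus 3 SD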;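 further: signal is porphyrin accumulated inside mitochondria; 100% equals median channel fluorescence of DMSO control wells; lower ratio means ABCB6 inhibition with less porphyrin fluorescence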
CaV13 ICDI inh: Primary screen for inhibitors of IQ motif and Ca2+-dependent inactivation inhibitor domain binding in CACNA1D, Förster resonance energy transfer in living cells, …; inhibition, % at 12.3 µM; 0.098% of 340,000 active; HEK cells, CFP/YFP FRET ICDI-IQ, plate reader, 10 min; percent FRET-ratio fall versus neutral wells; AID 743397;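 active means mean replicate inhibition of at least 30% and at least 1% of replicates passing that level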;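 further: 0% = median of the neutral control wells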
Cardio protect: modulators protecting cardiomyocytes from myocardial damage; 0.63% of 360,000 active; H9c2 cardiomyocytes, H2O2 injury protection, ATPLite, 2 h; protection from H2O2 cell death, % at 20 µM; AID 588492;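 active means compounds giving at least 50% protection of heart cells from peroxide-induced death in the single-dose screen, raw or plate-pattern-corrected value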;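 further: 0% = DMSO wells with peroxide and 100% = DMSO wells without peroxide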
PDI turbidity: blocks human protein disulfide isomerase activity; 0.052% of 350,000 active; PDI insulin aggregation turbidity, A650, 90 min; P07237; inhibition, % at 10 µM;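 active means mean inhibition across replicates of 30% or more, whatever share of single replicates reach that level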;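 further: absorbance from insulin aggregation driven by PDI reduction with DTT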
N-glyco inh: blocks N-linked glycosylation in D54 reporter cells | 0.23% of 360,000 active | D54 ERlucT glycosylation luciferase reporter, 24 h; percent of 100 nM tunicamycin response | reporter increase, % at 12.5 µM | AID 588692;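 active means mean luciferase reporter signal, scaled so untreated is 0 and the glycosylation-blocking control 100, at or above a set limit in every replicate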;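 further: luciferase carries N-glycosylation sites so blocking glycosylation raises the light; 0% = median of neutral control wells and 100% = median of 100 nM tunicamycin wells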
Vif imaging: blocks HIV Vif function. HEK293T cells, Vif self-association by quenched fluorescence, imaging, 24 h. inhibition, % at 7.49 µM. 0.35% of 340,000 active. AID 602346; in the data active means inhibition above about 50%, passing the limit was not always enough; further: some results filed as inactive read as strong as hits
m5-HT2A agonist: mouse HTR2A agonism via beta-arrestin recruitment; P35363; activation, % at 7.6 µM; CHO-K1 mHTR2A beta-arrestin complementation, luminescence; percent of 30 µM serotonin response; 0.66% of 360,000 active;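 active means activation above a run cutoff, the mean activation of all tested compounds plus 3 SD, cut at about 14% in these data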;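 further: 0% = plate median of compound wells and 100% = 30 µM serotonin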
Target sequence (P35363 whole entry, looked up): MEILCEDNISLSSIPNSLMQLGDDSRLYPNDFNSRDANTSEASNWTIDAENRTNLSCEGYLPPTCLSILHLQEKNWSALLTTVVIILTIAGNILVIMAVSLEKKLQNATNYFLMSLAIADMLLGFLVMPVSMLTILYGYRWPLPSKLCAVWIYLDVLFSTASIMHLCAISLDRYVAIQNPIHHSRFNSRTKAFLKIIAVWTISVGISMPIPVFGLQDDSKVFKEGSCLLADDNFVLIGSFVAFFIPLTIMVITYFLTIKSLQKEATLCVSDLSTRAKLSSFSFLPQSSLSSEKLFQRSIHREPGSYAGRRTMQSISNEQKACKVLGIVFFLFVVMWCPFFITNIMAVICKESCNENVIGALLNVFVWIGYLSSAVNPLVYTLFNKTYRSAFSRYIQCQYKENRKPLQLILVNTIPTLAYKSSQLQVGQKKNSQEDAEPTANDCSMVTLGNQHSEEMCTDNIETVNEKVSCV
MC4R antag cAMP: blocks human MC4R cAMP signaling; P32245; MC4R-expressing cells, MTII-stimulated cAMP, LANCE TR-FRET; inhibition, % at 6.5 µM; 0.48% of 360,000 active;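 active means inhibition above its plate's cutoff, the mean of tested wells on that plate plus 3 SD, cut at about 29% in these data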;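 further: 0% = Melanotan II alone and 100% = Melanotan II plus saturating MCL0020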
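material = U2OS cells stably expressing human melanocortin 4 receptor (MC4R) | also added = Melanotan II challenge | dosing = single nominal compound dose of 6.5 µM | detection = TR-FRET with Eu-cAMP and labeled anti-cAMP, 671 nm | replication = singlicate | timing = compound 30 min, challenge 1 h, detection 1 h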
Numbers without * were called inactive; · = no result given.

SMILES	MC4R barr agon	aDG glyco up	ABCB6 inh 2	CaV13 ICDI inh	Cardio protect	PDI turbidity	N-glyco inh	Vif imaging	m5-HT2A agonist	MC4R antag cAMP
CCc1cc2c(=O)n(CC(=O)NC3CCCCC3)cnc2s1	-1.9	2.1	98	·	-5	-7	4	-6	11	7
CCN1CCN(c2cc(=O)n(-c3cc(Cl)ccc3C)c(=O)[nH]2)CC1	-1.6	-0.2	91	-4	0	10	1	58*	-2	8
COc1cccc(-c2nnc(SCC(=O)NC3CCS(=O)(=O)C3)n2C)c1 (centres undefined)	-2.3	-0.1	100	-6	-1	-3	0	17	1	6
NC(=O)c1ccc2nc(-c3ccccc3)c(-c3ccccc3)nc2c1	-1.9	0.2	99	-4	7	9	1	·	-4	2
Cc1ccc(N=Cc2ccc(O)cc2O)cc1F	-0.5	-0.2	106	-9	41	1	3	3	1	-1
COC(c1ccccc1)c1nnc(CCC(=O)N(C)C(C2CC2)C2CC2)o1 (centres undefined)	-1.8	0.3	101	-7	0	0	-1	0	1	-3
COc1ccc(/C=C/C(=O)OC2CCCN(C)C2)cc1 (centres undefined)	-2.9	0.0	103	4	-3	-1	-6	-1	0	5
COC(=O)c1cc(S(=O)(=O)NCC2CCN(Cc3cccc(Cl)c3)CC2)c[nH]1	-3.2	-0.8	117	-2	8	0	1	1	2	0
COc1ccc(S(=O)(=O)N2CCCCCC2)cc1C(=O)NCc1ccc(C)cc1	0.7	0.0	97	-6	-8	2	-3	-2	-6	0
COc1ccc(-c2cc(C(F)(F)F)n3nc(C(=O)O)nc3n2)cc1	0.2	-0.4	100	-3	3	-1	1	9	4	3
CN(C)CCC(O)(c1ccccc1)c1ccccc1Cl (centres undefined)	-0.5	-0.1	99	-8	5	3	1	2	-6	-2
Cc1ccc(N2CCN(C(=O)c3cccc([N+](=O)[O-])c3)CC2)cc1Cl	0.5	0.3	89	-4	-1	0	0	-8	-4	33*
CC(C)(CNC(=O)c1cccc(S(=O)(=O)Nc2ccc(Br)cc2)c1)N1CCOCC1	-3.0	0.3	101	-12	6	7	0	-10	-3	2
C/C=C/c1ccc(OCC(=O)OCc2csc(Nc3ccc(C)cc3)n2)c(OC)c1	-1.1	-0.1	92	-4	-13	3	-2	0	-5	3
COc1ccc(S(=O)(=O)NCCc2cn3nc(C)c(C)nc3n2)cc1	-0.9	-0.4	98	-17	5	-13	2	-13	-2	8
O=C(c1ccc(F)cc1)C1CCN(C(=O)c2ccccc2F)CC1	0.1	0.1	93	-2	1	-1	-7	-4	-1	-1
COc1ccc(OC)c(S(=O)(=O)Nc2ccc(C)c(C)c2)c1	0.9	0.0	104	-4	-6	0	-3	2	-2	-4
CSc1cccc(NC(=O)OC2CCCCCCCCCCC2)c1	-1.3	0.0	94	-4	-8	-1	-5	-2	-7	9
Nc1ccc2nc(-c3cccc(-c4nc5ccc(N)cc5[nH]4)c3)[nH]c2c1	0.0	-0.3	98	-4	4	-5	0	-1	2	-24
CNc1ccccc1C(=O)OCC(=O)N1CCN(c2ccc(OC)cc2)CC1	-0.9	-0.1	98	-3	1	-9	-1	3	11	3
Cc1cc(O)c(C(C)C)cc1NC(=O)c1ccc(Cl)cc1	0.0	0.4	102	-3	-6	-1	3	-1	-3	-1
O=C(O)c1ccc(NNC(=S)Nc2cc(C(F)(F)F)ccc2Cl)cc1	-2.1	-0.1	98	-3	4	-4	-6	22	0	16
O=c1cc(-c2ccccc2)n(S(=O)(=O)c2ccc3ccccc3c2)o1	-1.5	0.1	97	·	8	0	1	4	-2	5
O=C(O)CCCCCNC(=O)/C(=C\c1ccco1)NC(=O)c1ccco1	-1.8	0.1	94	-20	0	-6	1	-2	-4	-4

Some values from above.
aDG glyco up with `C/C=C/c1ccc(OCC(=O)OCc2csc(Nc3ccc(C)cc3)n2)c(OC)c1` reads -0.1
PDI turbidity with `CC(C)(CNC(=O)c1cccc(S(=O)(=O)Nc2ccc(Br)cc2)c1)N1CCOCC1` reads 7

(continued)
SMILES	MC4R barr agon	aDG glyco up	ABCB6 inh 2	CaV13 ICDI inh	Cardio protect	PDI turbidity	N-glyco inh	Vif imaging	m5-HT2A agonist	MC4R antag cAMP
Fc1ccc(CN2CCCCCCC2)c(F)c1	-0.3	0.1	100	-5	5	-3	0	5	-3	4
O=C(COC(=O)C1CCC(=O)N1)Nc1cc(Cl)ccc1Cl (centres undefined)	-1.7	0.0	100	-15	0	-7	1	-5	2	10
CCOC(=O)Cn1nc(/C=C/c2ccc(C)cc2)ccc1=O	-1.2	0.0	87	·	-1	-4	-1	-2	8	0
COc1ccc(NC(=O)c2cc3ccc(O)cc3o/c2=N\O)cc1	-2.1	-0.5	96	-3	-20	-5	-7	3	1	2
CC1=CC(C)(C(Cl)Cl)C(C)=CC1=O (centres undefined)	-0.2	-0.3	99	-3	-3	9	1	-3	4	12
O=C(Nc1ccc(S(=O)(=O)N2CCCCC2)cc1)C1CC1	-0.8	0.1	95	-4	-2	-14	0	-5	-8	9
COc1cc2c(cc1OC)C(C)N(S(=O)(=O)c1ccc(C)cc1)CC2 (centres undefined)	-1.0	0.2	106	-6	-1	6	2	·	-2	7
CCCCc1cc(=O)oc2c(C)c(OCc3nn[nH]n3)ccc12	1.6	-0.1	101	-13	-4	-6	1	1	-3	-3
COc1ccc(CC(=O)O/N=C(\N)Cc2ccc([N+](=O)[O-])cc2)cc1	-2.3	0.2	103	-5	6	4	5	-5	-4	-5
COc1ccc(C(c2nnnn2C2CCCC2)N2CCC(C)CC2)cc1 (centres undefined)	1.7	0.4	103	-3	-2	1	-1	-14	-5	9
CCCCn1c(CN(C)Cc2ccccc2)nc2c1c(=O)n(C)c(=O)n2C	-0.1	1.7	92	-8	-12	-6	3	-22	0	13
COCCCC1CCN(C(=O)c2cc(COc3cc(C)ccc3C)on2)CC1	-4.0	-0.3	97	-2	-7	0	-1	0	-7	12
COc1ccc(Nc2cc(C(=O)NCCCN3CCN(C)CC3)c3ccccc3n2)cc1	-2.1	0.0	91	·	10	-13	-9	18	-4	6
O=C(Cn1cnc2c(nnn2Cc2ccc(F)cc2)c1=O)NCc1ccc(F)cc1	-1.8	0.6	104	-5	2	0	6	1	2	1
NC(CCc1ccccc1)c1csc(Nc2nccc(C(F)(F)F)n2)n1 (centres undefined)	6.7	0.1	101	-5	-2	-1	0	16	2	-13
N#Cc1c(-c2ccccc2)c(-c2ccccc2)n(Cc2ccco2)c1NC(=O)c1cccs1	-1.3	0.0	86	-5	12	6	0	-9	2	-2
O=[N+]([O-])c1ccccc1Nc1ccc(O)cc1	-1.8	-0.3	102	-2	-8	-2	-2	-3	-5	-5
Cc1csc(SCC(=O)N2CCN(S(=O)(=O)c3ccccc3)CC2)n1	0.0	0.2	100	-4	10	1	-2	51	7	5
CCOc1ccc(NC(=S)NNC(=O)c2cc(Br)ccc2Cl)cc1	-1.0	-0.3	98	-20	-18	4	0	-7	-3	6
Cc1sc2ncnc(N3CCC(C(=O)Nc4cc(C(F)(F)F)ccc4OCC(F)(F)F)CC3)c2c1C	1.6	1.0	97	-3	-13	3	-11	8	-7	12
COc1ccc2nc3oc(C(=O)N4CCCCC4)cc3cc2c1	-0.8	0.4	154	·	-11	14	-7	-11	-5	-6
O=C(Nc1ccc2c(c1)CCC2)c1cc(S(=O)(=O)Nc2ccc(F)cc2)c(Cl)cc1Cl	-1.2	0.1	96	-5	-9	6	-2	-13	0	5
Cc1cccc(NC(=O)c2cc([N+](=O)[O-])ccc2NCC2CCCO2)n1 (centres undefined)	0.2	0.4	99	-4	10	4	1	-3	-2	-4
NC(=O)CC(NC(=O)Cc1ccc(Br)cc1)c1ccc(N2CCCCCCC2)c([N+](=O)[O-])c1 (centres undefined)	0.6	-0.3	97	-11	-5	0	16	-4	0	2

Shown as a hit in MC4R antag cAMP, among the entries above:
SMILES	MC4R barr agon	aDG glyco up	ABCB6 inh 2	CaV13 ICDI inh	PDI turbidity	N-glyco inh	Vif imaging	m5-HT2A agonist	MC4R antag cAMP
Cc1ccc(N2CCN(C(=O)c3cccc([N+](=O)[O-])c3)CC2)cc1Cl	0.5	0.3	89	-4	0	0	-8	-4	33*

(continued)
SMILES	MC4R barr agon	aDG glyco up	ABCB6 inh 2	CaV13 ICDI inh	Cardio protect	PDI turbidity	N-glyco inh	Vif imaging	m5-HT2A agonist	MC4R antag cAMP
CC(=O)Nc1ccc(Nc2ccc3nonc3c2[N+](=O)[O-])cc1	-2.6	-0.1	97	-2	1	0	2	5	-5	-15
CC(=O)Nc1ccc(S(=O)(=O)N2CCC(C(=O)Nc3nccs3)CC2)cc1	-2.4	0.3	97	-5	1	12	0	8	0	1
CC(=O)N1c2ccc(C)cc2Sc2c1ccc1ccccc21	-1.6	-0.1	96	-10	-2	8	-6	10	5	-1
CC(CC(=O)O)NCC1COc2ccccc2O1 (centres undefined)	-2.6	0.0	96	-1	6	-5	0	·	3	-5
CC(C)C[C@H](NC(=O)c1nc[nH]c1C(=O)N(C)Cc1ccccc1)C(=O)OC(C)(C)C	1.8	-0.3	92	-4	4	2	1	·	2	13
CC1(C)CC(=O)C2=C(C1)Nc1cc3c(cc1C2c1ccc(F)cc1)OCO3 (centres undefined)	-0.6	0.0	132	-5	-2	-3	-1	-18	-4	-1
N=c1c2ccccc2nnn1-c1cccc(C(F)(F)F)c1	1.0	0.2	96	-4	-8	-5	1	1	2	7
Cc1ccc(Cl)cc1NC(=O)C1CCCN(c2cnccn2)C1 (centres undefined)	-2.1	-0.1	109	-2	2	-1	-3	3	7	5
Cc1nc2sc(C(=O)OCC(=O)N3c4ccccc4CC3C)c(C)c2c(=O)[nH]1 (centres undefined)	-1.1	-0.2	94	-6	-1	-6	9	4	2	3
Cc1ccc2cccc(OCC(=O)Nc3ccc4c(c3)OCO4)c2n1	1.9	-0.2	97	-6	30	-4	-2	-4	0	-4
O=C(NC(NC(=S)Nc1ccccc1C(=O)O)C(Cl)(Cl)Cl)c1cccc([N+](=O)[O-])c1 (centres undefined)	-1.0	-0.1	100	-4	0	2	0	1	4	0
COc1ccc(C(=O)N2CCCC(c3ccccc3)C2)cc1 (centres undefined)	-0.5	-0.1	109	·	2	1	-2	·	-1	1
CN(Cc1nc2ccccc2n1C)C(=O)c1cccs1	-2.5	0.0	97	-6	0	5	4	17	1	-3
CCN(CC)S(=O)(=O)c1ccc2c(c1)nc(CCC(=O)OCC(=O)Nc1cc(OC)cc(OC)c1)n2C	0.0	3.0	104	-5	2	4	-1	-4	1	6
O=C(c1n[nH]c2ccccc12)N1CCN(S(=O)(=O)c2ccccc2)CC1	-0.4	0.1	99	-6	-2	8	-3	21	-1	1
COc1cc(NC(=O)c2cc3c(Cl)nc4ccccc4c3s2)cc(OC)c1OC	1.7	-0.3	92	-3	9	7	-1	-4	1	-2
COc1ccc(S(=O)(=O)NCCC(=O)NC2CCCCC2C)cc1[N+](=O)[O-] (centres undefined)	-1.1	0.0	95	-12	3	6	-1	18	-1	4
O=C(CN1CCN(CC(=O)Nc2ccccc2Cl)CC1)NCC1(N2CCCCC2)CCCCC1	1.2	-0.1	96	-16	-3	-6	-7	-6	-6	4
CN1C(=O)CSc2ccc(NC(=O)NCc3ccc(F)cc3)cc21	-2.8	0.5	101	-5	36	18	3	-4	-3	7
